Assay outcomes deposited in PubChem by The Scripps Research Institute Molecular Screening Center.
TCR-CD3 inh: inhibitors of human TCR-CD3 interaction; inhibition, % at 9.4 µM; TAMRA-labeled TCR probe fluorescence, biochemical; 360,000 compounds, 0.37% hits; AID 651800; in the data active means inhibition above about 19%;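 further: recombinant mutant TCR 2C K166C tagged with TAMRA read by polarization; 0% = receptor in buffer alone and 100% = receptor with positive control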
TDP2 inh: blocks human TDP2 phosphodiesterase activity; O95551; recombinant TDP2, T5PNP hydrolysis, p-nitrophenol absorbance 415 nm; inhibition, % at 12.8 µM; 370,000 compounds, 0.34% hits; AID 720702;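 active means inhibition above the mean of all tested compounds plus 3 SD, set per campaign, cut at about 25% in these data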;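 further: 0% = DMSO with enzyme and 100% = buffer with substrate but no TDP2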
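Material: recombinant human TDP2; quantity: TDP2 enzyme at 120 nM final; medium: Tris-HCl pH 7.5 with MgCl2; compound: single concentration, 12.8 µM nominal, with 1% DMSO; incubation: 2 h enzyme incubation at 37 °C; signal: epi absorbance; measure: percent inhibition; benchmarks: high control without enzyme, low control DMSO plus TDP2; repeats: singlicate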
Tn7 DDE FP: disrupts Tn7 cyclic peptide binding to fibrin D-Dimer-E complex | FP displacement of FITC-Tn7 peptide from fibrin DD(E); 0% = median of compound wells per plate | inhibition, % at 8.3 µM | 370,000 compounds, 0.13% hits | AID 720508;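 active means inhibition above the mean of compounds falling within the control limits plus 3 SD of them, cut at about 14% in these data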;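 further: 0% = plate median of compound wells and 100% = 10 µM Aha-Tn7 peptide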
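Also added: labelled Tn7 tracer, 0.1 µM; Assay system: human fibrin DD(E) protein; Amount: 2 µM fibrin DD(E); Schedule: 10 min compound pre-incubation, 3 h probe incubation at room temperature; Repeats: one replicate per compound; Read-out basis: percent inhibition; Measured by: fluorescence polarization of the labelled Tn7 tracer.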
HTRA1 inhibitor: inhibitors of human serine peptidase HTRA1 | 340,000 compounds, 0.5% hits | AID 504803 | recombinant HTRA1, FP-rhodamine activity-based probe, fluorescence polarization | inhibition, % at 5.96 µM; in the data active means inhibition above about 36%;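 further: 0% = enzyme with DMSO and 100% = wells lacking enzyme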
PRMT1 inh: inhibitors of human PRMT1; AID 652257; Q99873; inhibition, % at 2.79 µM; 370,000 compounds, 1.3% hits; recombinant PRMT1, activity-based probe fluorescence polarization;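 active means inhibition above about 21% made by adding two undisclosed values, limit read from the data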
mABHD4 FP: inhibitors of mouse ABHD4 | Q8VD66 | purified mABHD4, FP-Rh probe fluorescence polarization | inhibition, % at 8.92 µM | 370,000 compounds, 0.54% hits | AID 720543;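 active means inhibition exceeding the mean over every tested compound plus 3 SD, cut at about 30% in these data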;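 further: 0% = plate median of compound wells and 100% = S159A mutant with DMSO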
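Test system: mABHD4 protein | Buffer or medium: HEPES pH 7.0 buffer, 150 mM NaCl, 0.01% Pluronic F-127 | Probe or stimulus: FP-Rh fluorescent activity-based probe, added after compound pre-incubation | Timing: Pre-incubation 45 min, probe exposure 60 min, at 25 °C | Technique: Fluorescence polarization, excitation 525 nm, emission 598 nm, BODIPY TMR filters | Repeats: Single well per compound (singlicate)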
LEDGF integ inh: blocks HIV-1 LEDGF/p75-dependent DNA integration; TR-FRET IN-LEDGF/p75 DNA integration, Eu/Cy5; inhibition, % at 3.7 µM; 370,000 compounds, 0.64% hits;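 active means inhibition above the screen-wide mean plus 3 SD, cut at about 13% in these data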;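 further: signal is the Cy5 over europium emission ratio at 671 and 618 nm; 0% = plate median of compound wells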
PG9 Ab binder: small molecules binding HIV-1 gp120 antibody PG9; AID 624416; TR-FRET gp120-PG9 antibody binding; inhibition, % at 6.7 µM; 360,000 compounds, 0.43% hits; in the data active means inhibition above about 8.5%
UHRF1 MBD2 ctr: human UHRF1 methylated DNA binding inhibitors. Q96T88. inhibition, % at 4.4 µM. UHRF1 binding to methylated oligo, TR-FRET. 370,000 compounds, 0.75% hits. AID 687016; in the data active means inhibition above about 21%;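 further: UHRF1 SRA domain binding a hemimethylated CpG hairpin DNA probe; 0% = median of test compound wells and 100% = reference inhibitor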
SIAE primary: blocks human sialic acid acetylesterase | Q9HAT2 | SIAE FP-Rh probe binding, fluorescence polarization | inhibition, % at 9.66 µM | 370,000 compounds, 0.69% hits | AID 1053197;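 active means inhibition above a cutoff: mean of compounds within the control limits plus 3 SD of those, cut at about 17% in these data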;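 further: 0% = plate median of compound wells and 100% = probe without SIAE protein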
* marks the source's active call; other numbers are inactive results; · = not tested or not shown. Rows were taken by chance (roughly 4.2% active in at least one column).

cpd	TCR-CD3 inh	TDP2 inh	Tn7 DDE FP	HTRA1 inhibitor	PRMT1 inh	mABHD4 FP	LEDGF integ inh	PG9 Ab binder	UHRF1 MBD2 ctr	SIAE primary	Compound
1	1	-8	6	-3	1	3	-3	-2.2	0	-4	CC(C)(C)NC(=O)/C=C/c1ccc(C(F)(F)F)cc1
2	5	-6	5	2	0	4	0	0.2	-3	0	O=C(Nc1nccs1)C1CCCN1S(=O)(=O)c1ccc(F)cc1 (centres undefined)
3	1	-13	-2	-3	-3	1	1	0.1	2	-1	C=CCOc1ccc(CN(C)CC(=O)N(CC(C)C)c2c(N)n(CC(C)C)c(=O)[nH]c2=O)cc1
4	-2	-3	3	·	-4	-2	4	-1.2	-1	2	COCCNC(=O)C1(C)CCCN(C(=O)c2c(-c3ccccc3)noc2C)C1 (centres undefined)
5	1	7	-6	-3	-5	-6	2	-4.5	1	2	O=C(O)c1ccc(Nc2nc(-c3ccc([N+](=O)[O-])cc3)nc3ccccc23)cc1
6	-8	1	2	3	3	4	-5	-0.9	-2	7	CCOc1ccc(OCCCC(=O)ON=C(N)c2ccccc2C)cc1
7	-6	2	-1	2	2	6	-3	0.0	2	-10	CCOC(=O)N1CCN(Cc2nnc(-c3ccccc3C)o2)CC1
8	-5	-10	5	9	-4	1	-4	-0.6	-1	13	COc1ccc(Nc2cc(C)nc3ncnn23)cc1Cl

The listing continues.
cpd	TCR-CD3 inh	TDP2 inh	Tn7 DDE FP	HTRA1 inhibitor	PRMT1 inh	mABHD4 FP	LEDGF integ inh	PG9 Ab binder	UHRF1 MBD2 ctr	SIAE primary	Compound
9	2	-4	1	-6	0	-3	-2	-0.6	1	-1	O=C(O)CSCC(=O)N(c1ccccc1)c1ccccc1
10	1	-13	-3	3	8	-5	-7	-1.6	17	-1	CC1CCCCN1CCCNC(=O)c1nn(C)c2c1CSc1ccccc1-2 (centres undefined)
11	-4	2	0	2	-1	5	0	9.5*	3	-5	Cn1c(SCC(=O)N2CCc3ccccc32)nnc1-c1ccc(S(=O)(=O)N2CCCC2)cc1
12	1	-8	3	-17	-1	-10	0	-2.1	-1	-7	COC(=O)C(C)Oc1ccc(-c2nccc(-c3cccs3)n2)cc1 (centres undefined)
13	-2	6	-3	4	-1	-4	0	-1.6	0	-2	CC1(c2ccc3ccccc3c2)NC(=O)N(CC(N)=O)C1=O (centres undefined)
14	6	3	-7	-9	2	4	1	1.2	-3	2	O=C(COC(=O)CSc1ccc2ccccc2c1Br)NC1CC1
15	7	4	-4	-41	-1	-38	4	0.6	-2	-28	O=C(Cc1ccccc1F)Nc1nc(-c2ccc(F)c(F)c2)cs1
16	9	6	3	2	-2	-3	-1	-0.8	-3	-4	Cc1c(OCC(=O)Nc2cccnc2)ccc2c3c(c(=O)oc12)CCC3

Continuation.
cpd	TCR-CD3 inh	TDP2 inh	Tn7 DDE FP	HTRA1 inhibitor	PRMT1 inh	mABHD4 FP	LEDGF integ inh	PG9 Ab binder	UHRF1 MBD2 ctr	SIAE primary	Compound
17	-2	-7	2	8	2	2	0	0.2	1	-7	COc1ccc(C(=O)NCC(=O)OCc2ccc(Br)cc2)cc1
18	7	17	5	-2	-3	-6	0	-0.3	-1	-4	CCCCCCc1nnc(N)s1
19	3	6	-4	3	-4	-7	0	1.4	-2	2	CC(C)Nc1nc(Oc2ccc(=O)n(-c3ccccc3)n2)nc(N(C)C)n1
20	-7	0	-2	·	1	6	0	-2.3	2	1	COc1ccc(Nc2nc(Cl)nc(Nc3ccc(OC)cc3OC)n2)c(OC)c1
21	-6	-1	-4	-12	-4	-10	1	-0.6	0	-4	Cn1c(Oc2ccc(Cl)cc2)c(C=O)c2ccccc21
22	7	-11	1	-76	5	-8	1	-3.9	1	-34	CCc1sc(C(=O)Nc2ccc3nc(C)sc3c2)cc1C
23	3	4	-2	7	3	17	2	0.8	-3	-5	COC(=O)Cc1nc2ccccc2[nH]1
24	1	1	4	-15	-1	1	-3	-1.1	1	-2	Cn1c(CN2CCCCC2)nc2cc(NC(=O)c3ccccc3)ccc21

4 entries already listed, sorted by their value in HTRA1 inhibitor, highest first:
cpd	TCR-CD3 inh	TDP2 inh	Tn7 DDE FP	HTRA1 inhibitor	PRMT1 inh	mABHD4 FP	LEDGF integ inh	PG9 Ab binder	UHRF1 MBD2 ctr	SIAE primary	Compound
17	-2	-7	2	8	2	2	0	0.2	1	-7	COc1ccc(C(=O)NCC(=O)OCc2ccc(Br)cc2)cc1
18	7	17	5	-2	-3	-6	0	-0.3	-1	-4	CCCCCCc1nnc(N)s1
21	-6	-1	-4	-12	-4	-10	1	-0.6	0	-4	Cn1c(Oc2ccc(Cl)cc2)c(C=O)c2ccccc21
22	7	-11	1	-76	5	-8	1	-3.9	1	-34	CCc1sc(C(=O)Nc2ccc3nc(C)sc3c2)cc1C

Later entries:
cpd	TCR-CD3 inh	TDP2 inh	Tn7 DDE FP	HTRA1 inhibitor	PRMT1 inh	mABHD4 FP	LEDGF integ inh	PG9 Ab binder	UHRF1 MBD2 ctr	SIAE primary	Compound
25	2	2	10	·	2	3	0	0.6	-1	-11	COC(=O)C1=C(C)N(Cc2ccccc2C(F)(F)F)C(=NCc2ccc(C(F)(F)F)cc2)NC1c1cccc(C(F)(F)F)c1 (centres undefined)
26	-5	1	-4	2	1	-3	0	-0.5	3	-8	CCC(C)(C)NC(=O)c1ccc(Sc2nncn2C)c([N+](=O)[O-])c1
27	1	9	4	-6	1	0	0	-1.2	-2	1	Cc1c(C(=O)N2CCCC(C)C2)sc2ncnc(N3CCCCC3C)c12 (centres undefined)
28	6	7	2	-5	3	8	4	-1.3	-3	7	CO/N=C\Cc1oc(=O)c(NC(=O)c2ccccc2)cc1C(=O)OC
29	8	11	-1	-6	-1	2	-1	-1.4	2	2	COc1cc(C2CC(=O)Nc3ccccc3S2)cc(OC)c1OC (centres undefined)
30	-7	-9	-2	6	-1	6	0	-1.0	4	-1	Cc1ccc(CN2CCN(C(=O)CCC(=O)Nc3nnc(C(C)C)s3)CC2)c(C)c1
31	0	6	3	2	-1	-2	6	-2.7	1	-5	CCCn1c2ccccc2c2cnn(CC(=O)O)c(=O)c21
32	-2	-3	6	-5	-3	-8	-2	1.3	-3	-5	Cc1ccc(SCCNC(=O)CN2C(=O)c3ccccc3S2(=O)=O)cc1

(more compounds)
cpd	TCR-CD3 inh	TDP2 inh	Tn7 DDE FP	HTRA1 inhibitor	PRMT1 inh	mABHD4 FP	LEDGF integ inh	PG9 Ab binder	UHRF1 MBD2 ctr	SIAE primary	Compound
33	-11	-18	6	-14	11	-32	-2	1.1	1	-9	S=C(NCc1cccnc1)Nc1cc(Cl)cc(Cl)c1
34	-4	-2	-1	8	8	9	-3	-2.8	2	5	CCOc1ccc(NC(=O)CSc2ccc3nnc(-c4ccccn4)n3n2)cc1
35	4	-9	6	-11	0	0	-1	-1.0	-4	2	Cc1nn(C)c(C(=O)N/N=C/c2cccc3ccccc23)c1Cl
36	0	9	-3	-22	9	4	9	-0.9	13	-20	CN(C)S(=O)(=O)c1cc(NC(=O)COC(=O)/C=C/c2ccco2)ccc1Cl
37	1	-11	2	-3	4	-12	1	-0.8	3	3	CCOc1cc(-c2cc(N)n[nH]2)cc(OCC)c1OCC
38	-3	0	4	·	0	3	1	-0.7	3	-1	C=CCn1c(SC(C)C(N)=O)nc2sc(CC)cc2c1=O (centres undefined)
39	-1	-7	-7	4	0	-1	-4	1.0	3	0	CCOCCCNC(=O)C(NC(=O)c1cnccn1)c1ccc(C)cc1 (centres undefined)
40	5	7	1	-1	1	0	-2	-0.3	0	-12	CC(C)(C)N1CCC1CN (centres undefined)

Further structures.
cpd	TCR-CD3 inh	TDP2 inh	Tn7 DDE FP	HTRA1 inhibitor	PRMT1 inh	mABHD4 FP	LEDGF integ inh	PG9 Ab binder	UHRF1 MBD2 ctr	SIAE primary	Compound
41	7	0	6	-1	-2	0	-3	0.7	0	8	CSCCC(NS(=O)(=O)c1ccc2c(c1)oc(=O)n2C)C(=O)NC1CCC(C)CC1 (centres undefined)
42	7	8	-2	3	-1	1	-1	0.9	1	5	CC(=O)N/C(=C\c1ccc(F)cc1)C(=O)N(C)C
43	-3	-6	-3	-16	1	-5	4	-1.1	17	-18	COc1ccc(Cn2c(C)c(C)c(C#N)c2NC(=O)Nc2cccc(C)c2)cc1
44	8	-1	-10	-2	-7	-13	6	-1.6	-2	-3	COc1ccccc1-n1c(SCC(=O)Nc2cccc(C(=O)O)c2)nnc1-c1ccccc1O
45	-5	8	2	-5	5	13	0	0.8	5	2	CCc1nc(C)ccc1OCC(=O)N(CC)CC
46	2	-9	-1	-8	2	-4	-2	-0.5	-2	4	Cc1ccc(SCCC(=O)N/N=C/c2ccccc2O)cc1
47	1	6	8	-9	0	5	-1	-0.7	-1	4	COc1ccc(C(=O)NC(=S)N2CCOCC2)cc1OC
48	4	4	2	3	-1	1	-4	-0.7	0	-4	CN1CCN(S(=O)(=O)c2cccs2)CC1

Additional records:
cpd	TCR-CD3 inh	TDP2 inh	Tn7 DDE FP	HTRA1 inhibitor	PRMT1 inh	mABHD4 FP	LEDGF integ inh	PG9 Ab binder	UHRF1 MBD2 ctr	SIAE primary	Compound
49	-4	-12	4	-10	4	-6	-2	0.7	3	2	CCCCN(C(=O)CCC(=O)Nc1cc(C)on1)C(C(=O)NC1CCCC1)c1ccc(F)cc1 (centres undefined)
50	5	-9	7	-11	1	0	1	0.8	2	1	CC(C)Cn1c(N)c(C(=O)COC(=O)COc2cccc(C(F)(F)F)c2)c(=O)n(C)c1=O
51	-3	-5	6	-9	3	-1	-5	1.4	1	6	N#Cc1ccc(OCC(O)CN2CCC(C(O)(c3ccccc3)c3ccccc3)CC2)cc1 (centres undefined)
52	2	4	2	5	1	-3	-1	2.1	-1	-2	COc1cc(CCC(=O)OCC(=O)Nc2ccc(Br)cc2F)cc(OC)c1OC
53	7	3	-9	-2	-1	0	3	-0.6	1	10	CN(C)C(=O)c1cn(CCC#N)nc1-c1ccc2ccccc2c1
54	2	-10	2	-16	1	-1	-5	-0.6	-2	6	Cc1cccc(N2CCN(C(=O)/C=C/c3cccs3)CC2)c1C
55	3	-4	-1	-9	4	-8	-1	0.4	0	1	CC(C)CC1C(=O)N(Cc2cn(Cc3ccco3)nn2)CCS(=O)(=O)N1Cc1ccc(-c2cccc(N(C)C)c2)cc1 (centres undefined)
